ELG1 DNA repair – inhibitors of ELG1-dependent DNA repair in HEK293T cells; Potency, µM (doses to about 46.1 µM), inactives show at the highest dose activity change, negative = inhibition, most hits filed as inhibitors; actives 2.3% (n = 330,000); HEK293T ELG1-luciferase reporter, luminescence, 16 h; DNA damage induced by 5-fluorouridine; note: potency is the fitted concentration of half-maximal effect; % is set by controls: 0 for no effect and ±100 for the full control effect; nearly all actives have a fitted effect of over 55% in size
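Cells (2,000 per well) received 5-fluorouridine plus test compound or DMSO and were incubated 16 hr at 37 °C, 5% CO2. Luciferase activity was read by luminescence 30 min after ONE-Glo addition; signal suppression marked inhibition of damage-induced ELG1 function.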
BRCA1 expr act – increases BRCA1 expression. MCF7-BRCA1-FFLuc reporter, luminescence, 48 h; response scale: scaled: vehicle 0%, 10 µM genistein 100%. Potency, µM (doses to about 46.1 µM), for inactives: top-dose activation, most hits filed as activators. actives 1.1% (n = 380,000). AID 624202; note: potency is the fitted concentration of half-maximal effect; nearly all actives have a fitted effect of over 80% in size; some results filed as inactive show a strong effect at the top dose
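Cells: MCF7-BRCA1-FFLuc, 2000/well. Exposure: 48 h, 37 °C, 5% CO2. Read: luminescence, 15 min post-substrate. Controls: genistein 10 microM (maximal activation), DMSO (neutral).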
RORgamma inh – inhibitors of mouse ROR gamma transcriptional activity; P51450; Drosophila S2 Gal4-RORgamma UAS-luciferase reporter, 20 h; Potency, µM (highest dose often 53.6 µM), for inactives: top-dose activity change, negative = inhibition, hits mostly inhibitors; actives 5.4% (n = 310,000); AID 2551; note: potency is the fitted concentration of half-maximal effect; % is set by controls: 0 for no effect and ±100 for the full control effect; nearly all actives have a fitted effect of over 60% in size
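Luminescence from a UAS-regulated Photinus luciferase reporter in stably transfected Drosophila Schneider cells is measured; decreased signal marks ROR gamma inhibition. Fusion expression is induced by 700 uM copper sulfate for 20 hr.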
p53 reactivation – re-activators of mutant p53; AID 504706; H1299 p53-A138V BP100-luciferase reporter, luminescence, 24 h; Potency, µM (doses to about 92.2 µM), without a hit: at the highest dose activity change, positive = activation, usual class: activators; actives 0.063% (n = 320,000); note: potency is the fitted concentration of half-maximal effect; % of control where 0% means no effect; nearly all actives have a fitted effect of over 45% in size
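H1299 (p53-null), stable ts p53-A138V + BP100-Luc; 1000 cells/well, Opti-MEM/10% FBS; cpd 4 pt, 1:5; 24 h, 37 deg C, 5% CO2; detection reagent 10 min RT; luminescence.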
Rab9 promoter act – activates the Rab9 promoter. Huh7 Rab9 promoter-luciferase reporter, luminescence, 24 h. Potency, µM (series often up to 9.22 µM), without a hit: top-dose activation, negative = inhibition, actives largely listed as activators. AID 485297. actives 2.8% (n = 320,000); note: potency is the fitted concentration of half-maximal effect; % of control where 0% means no effect; nearly all actives have a fitted effect of over 60% in size
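Stable Rab9-luc Huh7, 1500 cells/well, 2 h settle; cmpd in DMSO, 24 h, 37 °C/5% CO2; luciferase reagent 10 min RT; luminescence.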
Gal4-VP16 FLuc – inhibits Gal4-VP16 luciferase reporter, ROR gamma counter-screen; Drosophila S2 Gal4-VP16 UAS-luciferase, luminescence, 20 h; actives 3.5% (n = 310,000); Potency, µM (titrated, usually from 53.6 µM), for the others: at the top dose activity, negative = inhibition, most hits filed as inhibitors;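 note: Gal4-VP16 expression switched on by copper sulfate through the metallothionein promoter; potency is the fitted concentration of half-maximal effect; % is set by controls: 0 for no effect and ±100 for the full control effect; nearly all actives have a fitted effect of over 50% in size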
Tb PFK block – inhibitors of T. brucei phosphofructokinase; actives 0.17% (n = 330,000); Potency, µM (top dose mostly 57.5 µM), without a hit: at the top dose activity, negative = inhibition, most hits filed as inhibitors; AID 485367; T. brucei PFK, ADP-Glo luminescence;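 note: potency is the fitted concentration of half-maximal effect; 0% = uninhibited 1x PFK enzyme wells and -100% = no-enzyme wells; nearly all actives have a fitted effect of over 60% in size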
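Luminescent ADP detection (ADP-Glo, two-step: ATP depletion then ADP-to-ATP conversion for luciferase) reported PFK activity after 45 min room-temperature reaction of 1.25 nM enzyme with 0.5 mM F6P and 0.1 mM ATP at pH 8.0.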
TRPV1 agonist – activates the human vanilloid receptor TRPV1 | TRPV1-expressing cells, Fluo-8 calcium influx, agonist mode | activation, % at 8.33 µM | actives 0.19% (n = 320,000); in the data active = activation above about 80%; inconclusive = between about 30% and that limit; note: 0% is about no effect
Target sequence (Q8NER1 whole entry, looked up): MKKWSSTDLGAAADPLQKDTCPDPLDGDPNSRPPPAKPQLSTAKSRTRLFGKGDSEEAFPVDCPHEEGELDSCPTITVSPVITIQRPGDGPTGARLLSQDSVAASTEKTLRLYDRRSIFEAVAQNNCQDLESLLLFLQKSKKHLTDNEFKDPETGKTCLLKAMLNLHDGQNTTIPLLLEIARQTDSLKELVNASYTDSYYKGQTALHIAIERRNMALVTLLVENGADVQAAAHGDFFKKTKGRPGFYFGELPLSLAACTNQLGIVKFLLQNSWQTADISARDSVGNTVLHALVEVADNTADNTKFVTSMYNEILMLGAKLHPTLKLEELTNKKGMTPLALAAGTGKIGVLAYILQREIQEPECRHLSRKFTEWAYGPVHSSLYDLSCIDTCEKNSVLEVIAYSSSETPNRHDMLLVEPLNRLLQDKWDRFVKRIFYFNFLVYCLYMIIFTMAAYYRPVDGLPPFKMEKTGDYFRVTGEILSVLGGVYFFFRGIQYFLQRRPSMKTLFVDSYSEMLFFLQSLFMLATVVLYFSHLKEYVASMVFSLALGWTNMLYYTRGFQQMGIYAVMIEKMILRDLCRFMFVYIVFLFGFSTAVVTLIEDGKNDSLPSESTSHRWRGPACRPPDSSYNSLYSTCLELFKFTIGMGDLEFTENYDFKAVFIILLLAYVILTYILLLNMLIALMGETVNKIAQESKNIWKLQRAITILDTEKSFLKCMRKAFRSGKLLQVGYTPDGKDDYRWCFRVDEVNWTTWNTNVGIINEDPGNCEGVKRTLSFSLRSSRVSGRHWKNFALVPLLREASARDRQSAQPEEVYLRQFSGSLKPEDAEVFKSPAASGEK
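Fluo-8 calcium influx in TRPV1-expressing cells, kinetic read (ex 480/em 520 nm). Compound added and read 3 min for agonist activity, followed by capsaicin at EC20 final and 2 min further read for enhancement.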
ELG1 genotoxic – inducers of genotoxicity in HEK293T ELG1-luciferase cells. HEK293T ELG1-luciferase reporter, luminescence, 16 h. Potency, µM (series often up to 46 µM), without a hit: top-dose activity change, positive = activation, hits mostly activators. actives 1.3% (n = 330,000). AID 504466; note: potency is the fitted concentration of half-maximal effect; % of control where 0% means no effect; nearly all actives have a fitted effect of over 60% in size
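Genotoxic stress is detected as increased luminescence from luciferase-tagged ELG1 in HEK293T cells, measured with ONE-Glo after a 16 hr treatment at 37 °C.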
FLuc counter – inhibits or activates purified firefly luciferase, miR-21 counter-screen; Potency, µM (titrated, usually from 57.5 µM), for inactives: top-dose activity change, negative = inhibition, most hits filed as inhibitors; purified FLuc, Km substrates, luminescence inhibition; P08659; actives 6.9% (n = 360,000);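 note: potency is the fitted concentration of half-maximal effect; plate controls were vehicle for no effect and reference inhibitor for full effect; nearly all actives have a fitted effect of over 55% in size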
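Biochemical qHTS of compounds, final roughly 60 µM downward over six points, against 10 nM purified firefly luciferase using Km concentrations of substrates (10 uM D-luciferin, 10 uM ATP) in Tris acetate pH 7.5 buffer; luminescence output.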
NPC1 prom act – NPC1 promoter activation. Huh7 NPC1 promoter luciferase reporter, 24 h. Potency, µM (top dose mostly 9.22 µM), inactives show top-dose activation, hits mostly activators. actives 2.4% (n = 320,000). AID 485313;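 note: potency is the fitted concentration of half-maximal effect; % of control where 0% means no effect; nearly all actives have a fitted effect of over 60% in size; reporter is driven by a mutant NPC1 promoter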
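Cells: Huh7 expressing luciferase under the NPC1 promoter, 1500/well. Seeded 2 h, compound added, incubated 24 h at 37 °C. Luciferase reagent, 10 min ambient, then luminescence.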
* hit, by the source's call; ? = inconclusive; / = not tested or not shown; & = joins results of further samples; [ ] = remark or other dose. Unless noted, calls come from the whole dose curve; as a rule, active = well fitted curve in the direction sought with a large enough effect; inconclusive = small, poorly fitted or top-dose-only effect, or another doubt; inactive = no such curve, though single readings can be large; an effect the other way counts as inactive or inconclusive. Random draw from the library; about 15% have a hit in one of these screens.

Screens in order: ELG1 DNA repair	BRCA1 expr act	RORgamma inh	p53 reactivation	Rab9 promoter act	Gal4-VP16 FLuc	Tb PFK block	TRPV1 agonist	ELG1 genotoxic	FLuc counter	NPC1 prom act
COCCN(C(=O)CNC(=O)c1ccco1)C(C(=O)NC1CCCC1)c1ccc(OC)cc1 (centres undefined)
 : 14%	-15%	12%	-4%	3%	7%	-3%	-2	-2%	-3%	2%
CC(CSc1nnnn1-c1ccccc1)Cn1c(N2CCN(C)CC2)nc2c1c(=O)[nH]c(=O)n2C (centres undefined)
 : 7%	-20%	7%	-3%	3%	0%	0%	2	10%	5%	-2%
C=CCN=C(NC#N)SCCc1ccccc1
 : ?	51%	4%	4%	13%	13%	5%	16	13%	-12%	18%
Cc1nn(-c2nnc(C)c(=O)[nH]2)c(C)c1SCC(=O)Nc1ccc(C(C)C)cc1
 : 5%	3%	1.1µM*	-11%	-4%	19%	9%	1	0%	?	4%
Cc1ccc(NC(=O)CN(C)C(=O)CSc2nnc(C(F)(F)F)n2C)cc1
 : 26%	-1%	-1%	3%	6%	6%	0%	-1	4%	-2%	0%
CCS(=O)(=O)NCCc1csc(-c2cccnc2)n1
 : -10%	24%	-9%	3%	-3%	-9%	0%	-4	-15%	0%	-1%
COc1ccc(-c2nc(SCC(=O)NCc3ccco3)c(-c3ccccc3)[nH]2)cc1OC
 : 9.2µM*	-26%	44%	-5%	-3%	-22%	5%	7	-12%	?	-2%
CCC(=O)N(CCC1(C(C)C)CCOC(C)(C)C1)C(C)c1cccs1 (centres undefined)
 : -3%	-16%	31%	-8%	-3%	7%	0%	?	-6%	-1%	-2%
CCOC(=O)N1CCN(C(=O)CSc2nc(=O)n3ccc(C)cc3n2)CC1
 : -1%	-11%	/	3%	1%	/	1%	2	-7%	-1%	-1%
N#Cc1cccc(CSc2ncnc(N)n2)c1
 : ?	-5%	-21%	-3%	-2%	-6%	?	-7	7%	-1%	3%
Cc1ccc(N(CCCCN2C(=O)c3ccccc3C2=O)C(=O)c2cccs2)cc1
 : -3%	-33%	-1%	-5%	-19%	0%	3%	11	-2%	6%	-3%
O=C(CN1C(=O)NC2(CCOc3ccccc32)C1=O)NCCc1ccccc1 (centres undefined)
 : 18%	-15%	/	-1%	/	/	12%	/	1%	/	/
O=C(CCCn1c(=O)[nH]c2cc(Cl)ccc2c1=O)NCCCN1CCCC1=O
 : 3%	-6%	-2%	1%	-3%	6%	0%	-2	2%	1%	0%
COc1cccc(CN(C)C(=O)c2cc(-c3cccs3)nc3ccccc23)c1
 : -10%	-43%	?	-9%	1%	-16%	-13%	9	-7%	2%	1%
O=C(O)CC(Sc1n[nH]c(=S)s1)C(=O)O (centres undefined)
 : 24%	-1%	-20%	3%	-2%	-9%	0%	-8	-1%	-15%	0%
O=C(c1ccccc1/S(=N/S(=O)(=O)c1ccccc1)N1CCOCC1)N1CCOCC1 (centres undefined)
 : 12%	-1%	-12%	-1%	1%	-11%	0%	1	-3%	1%	1%
CC(=O)NC(CC(C)C)C(=O)NC(Cc1ccccc1)C(N)=O (centres undefined)
 : ?	32%	?	15%	27%	-2%	-1%	3	18%	-6%	20%
COC(=O)CCCC1=CC2=CC(=O)C(C)(OC(=O)c3cccs3)C(=O)C2=CN1CCc1c[nH]c2ccccc12 (centres undefined)
 : 6%	18%	-8%	1%	-7%	-7%	-3%	6	-5%	-4%	2%
Cc1cc(C(=O)CSc2nnc(Nc3ccccc3)s2)c(C)n1CC1CCCO1 (centres undefined)
 : 18µM*	-24%	?	26%	12%	9%	-6%	1	-4%	11µM*	3%
CCOC(=O)C1C(C(=O)OCC)C1(c1ccccc1)c1ccccc1 (centres undefined)
 : -4%	1%	1%	-20%	0%	0%	-3%	?	0%	2%	-1%
COc1ccc(CCNC(=O)CS(=O)Cc2nc(-c3ccccc3F)oc2C)cc1OC (centres undefined)
 : 2%	0%	0%	-1%	-1%	16%	1%	-2	1%	-2%&-16%	1%
CC(C)[C@H](NC(=O)c1ccccc1F)C(=O)Nc1ccc2c(c1)OCO2
 : ?	-9%	/	20%	1%	/	2%	1	12%	-1%	-1%
COc1ccc(OCC(=O)N2CCc3c([nH]c4ccccc34)C2c2ccccn2)cc1 (centres undefined)
 : ?	-19%	20%	-2%	2%	2%	-1%	4	-2%	-10%	-3%
COc1cc(C(=O)N2C[C@H]3CC[C@H]2C3)ccc1OC1CCN(C(C)=O)CC1
 : -9%	-4%	-4%	-1%	7%	4%	4%	-3	-2%	1%	-1%
Cc1sc(NC(=O)CN2CCN(c3ccccn3)CC2)c(C#N)c1C
 : 12µM*	-18%	?	-4%	9%	28%	6%	3	-2%	-1%	-4%
COc1ccc(CCN=C(N)NS(=O)(=O)c2ccc(C)cc2)cc1
 : 11%	-37%	33%	-1%	0%	-8%	-1%	-3	1%	-2%	3%
COc1cc(NS(=O)(=O)c2cn(C)cn2)cc(OC)c1
 : ?	8%	-4%	7%	-6%	4%	-8%	0	2%	1%	-1%
Cc1cc(=O)oc(C)c1C(=O)Nc1cccnc1Cl
 : 12%	1%	-15%	-3%	-4%	-10%	0%	-2	2%	2%	1%
Cc1c(C(=O)NCc2cccnc2)oc2ccc(S(=O)(=O)N3CCCC(C)C3)cc12 (centres undefined)
 : /	-45%	34%	/	/	-2%	/	21	/	-1%	/
COc1ccc(/C=C2/SC(=O)N(CC(=O)Nc3cc(C)on3)C2=O)cc1OC
 : ?	0%	0%	8%	-2%	-14%	0%	3	-1%	1%	-1%
O=C(c1ccc2c(c1)OCCO2)N1CCN(Cc2c(F)cccc2Cl)CC1
 : -8%	-5%	/	-2%	0%	/	-13%	2	0%	2%	0%
Cc1ccn2cc(-c3cnoc3C)nc2c1
 : ?	10µM*	1%	?	?	2%	2%	5	?	?	28%
CC(CN1CCCCC1)OC(=O)CCc1ccccc1 (centres undefined)
 : 0%	-12%	-2%	1%	-5%	2%	-10%	1	-3%	0%	-2%
CC(C)(C)OC(=O)NCc1ccc(CNC(=O)c2nc[nH]c2C(=O)N2CCN(C(=O)OC(C)(C)C)CC2)cc1
 : 12µM*	-28%	/	-10%	-5%	/	-5%	8	-13%	1%	-4%
CCC/C(O)=C1\C(=O)CCCC1=NCCc1c(C)[nH]c2ccccc12
 : 1%	-3%	1%	-4%	-2%	1%	0%	19	-8%	6%	2%
CN1CCN(C(=O)CN(c2cc(C(F)(F)F)ccc2Cl)S(C)(=O)=O)CC1
 : -2%	-1%	-7%	4%	-3%	6%	7%	0	-2%	5%	0%
COC(=O)C1CCCCN1C(=O)c1cc(COc2cccc3cnccc23)on1 (centres undefined)
 : 1.5µM*	/	-29%	-51%[inhibitor]	-31%[inhibitor]	?	3%	8	-11%	-3%	-26%
O=C(O)c1ccc(-c2nc(-c3ccccc3)c(-c3cccs3)[nH]2)cc1
 : 15%	-3%	21%	-3%	0%	4%	1%	2	1%	?	-1%
CCOC(=O)NCc1ccccc1
 : 4%	4%	-7%	6%	-2%	-1%	1%	-3	2%	-3%	-2%
O=C1CN(C(=O)N[C@@H](Cc2ccccc2)C(=O)N[C@H](Cc2ccccc2)C(=O)O)c2ccccc2N1
 : -6%	10%	-8%	/	-8%	2%	0%	-1	6%	9%	1%
CC(=O)c1cccc(NC(=S)NCCc2ccc(Cl)cc2)c1
 : ?	24%	13µM*	-2%	-3%	?	0%	85*	-14%	-8%	-1%
O=C(Nc1c(-c2ccc(F)cc2)nc2ccccn12)c1ccc(F)cc1
 : -3%	18%	1%	2%	-5%	-8%	0%	8	-6%	4%	-1%

Entries of single compounds, looked up by structure. Screens in order: ELG1 DNA repair, BRCA1 expr act, RORgamma inh, p53 reactivation, Rab9 promoter act, Gal4-VP16 FLuc, Tb PFK block, TRPV1 agonist, ELG1 genotoxic, FLuc counter, NPC1 prom act
`CC(CN1CCCCC1)OC(=O)CCc1ccccc1` (centres undefined) as listed: 0%, -12%, -2%, 1%, -5%, 2%, -10%, 1, -3%, 0%, -2%
`CC(C)(C)OC(=O)NCc1ccc(CNC(=O)c2nc[nH]c2C(=O)N2CCN(C(=O)OC(C)(C)C)CC2)cc1` as listed: 12µM*, -28%, /, -10%, -5%, /, -5%, 8, -13%, 1%, -4%
